Rab7 wt GTP bind: dog Rab7 wildtype GTP binding, inhibitors and activators | AID 758 | GTP binding activity (percent of control), % at 10 µM | GST-Rab7 beads, fluorescent GTP binding, flow cytometry; actives lie on both sides; untreated = 100%, excess cold GTP = 0% | 190,000 tested, 0.055% active;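 active means fluorescent GTP binding to Rab7 beads changed by at least 20 points from the 100% baseline, either direction, mostly lower; inconclusive means compound itself probably fluorescent, or too few beads counted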;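 further: median green fluorescence of bound Bodipy-FL-GTP per Rab7 bead population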
Rab2 wt GTP: changes GTP binding to wildtype dog Rab2A, up or down. GST-Rab2 wt beads, Bodipy-GTP binding, flow cytometry. GTP binding activity, % at 10 µM. 190,000 tested, 0.19% active. AID 760;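 active means GTP binding activity at least 20 points away from 100%, either lowered or raised; inconclusive means signal likely due to the compound's own green fluorescence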;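 further: 0% = beads with excess unlabeled GTP and 100% = no-compound control corrected for plate trend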
Mcl-1 Bim block: inhibitors of Bim-Mcl-1 interaction, human | Q07820 | AID 1009 | 190,000 tested, 0.1% active | Bead-based flow cytometry, Bim peptide-Mcl-1 binding | inhibition, % at 10 µM; in the data active means inhibition above about 40%;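 further: 0% = no compound tracer wells and 100% = peptide blocker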
Target sequence (Q07820 whole entry, looked up): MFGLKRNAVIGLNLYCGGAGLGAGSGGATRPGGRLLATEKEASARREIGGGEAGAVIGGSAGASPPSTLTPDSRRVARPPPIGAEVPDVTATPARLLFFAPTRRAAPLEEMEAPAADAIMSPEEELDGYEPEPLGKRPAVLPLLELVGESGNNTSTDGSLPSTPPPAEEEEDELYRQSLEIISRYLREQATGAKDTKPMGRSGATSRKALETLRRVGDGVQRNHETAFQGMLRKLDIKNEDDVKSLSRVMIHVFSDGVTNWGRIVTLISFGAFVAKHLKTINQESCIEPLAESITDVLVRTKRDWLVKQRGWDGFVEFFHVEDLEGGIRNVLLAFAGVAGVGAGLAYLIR
Rac1 mut GTP: alters GTP binding to activated mutant human Rac1; 190,000 tested, 0.11% active; P63000; percent activity (GTP binding), % at 10 µM; AID 764; GST-Rac1 activated beads, fluorescent GTP binding, flow cytometry; actives lie on both sides; 100% means binding = to untreated wells;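 active means GTP binding at least 20 percentage points away from the 100% baseline, in either direction, so actives lie on both sides; inconclusive means Compound likely fluorescent itself, or too few beads counted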
Cdc42 wt: modulators (inhibitors or activators) of GTP binding to human Cdc42 wildtype; P60953; GST-Cdc42 beads, Bodipy-GTP binding, flow cytometry; actives lie on both sides; percent activity (GTP binding), % at 10 µM; 190,000 tested, 0.2% active;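 active means percent activity GTP binding at least 20 points away from the 100% baseline, either down as inhibitor or up as activator; inconclusive means compound flagged as likely green fluorescent from well-wide comparison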;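 further: median bead fluorescence of bound Bodipy-FL-GTP at 100 nM; 0% = excess unlabeled GTP control and 100% = no compound control; below 100% means less GTP binding so inhibitor and above means activator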
Target sequence (P60953 whole entry, looked up): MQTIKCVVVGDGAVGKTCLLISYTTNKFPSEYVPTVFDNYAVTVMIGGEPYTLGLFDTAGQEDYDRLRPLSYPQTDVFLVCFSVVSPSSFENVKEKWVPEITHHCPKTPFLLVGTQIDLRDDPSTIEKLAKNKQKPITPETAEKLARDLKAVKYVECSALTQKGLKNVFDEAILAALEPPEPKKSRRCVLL
Mcl1-Bid inh: disrupts binding of human Mcl-1 to Bid peptide; Q07820; TR-FRET Mcl-1/Bid-Dy647 peptide binding, 1536-well; inhibition, % at 21.7 µM; 220,000 tested, 0.97% active;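 active means compounds that cut the binding signal by more than half at the single screening dose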;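 further: His-tagged Mcl-1 with europium anti-His antibody binding Bid BH3 peptide; 0% = Mcl-1 plus peptide wells and 100% = peptide-only wells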
Rac1 wt modul: human Rac1 wildtype GTP binding, inhibitors and activators. GST-Rac1 beads, fluorescent GTP binding, flow cytometry; actives lie on both sides; 0 = cold GTP competed, 100 = untreated. GTP binding activity (% of control), % at 10 µM. 190,000 tested, 0.27% active;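 active means GTP binding activity at least 20 points away from the 100% control level, either lower or higher; inconclusive means compound flagged as likely green fluorescent, judged across all proteins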
Pf gamet viab: inhibitors of late stage P. falciparum gametocyte viability; P. falciparum stage V gametocytes, ATP luminescence, 24 h; inhibition, % at 10.9 µM; 150,000 tested, 0.065% active;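 active means inhibition above the mean plus 3 SD of compounds within the control limits, set per campaign, cut at about 38% in these data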;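 further: 0% = DMSO wells and 100% = medium only without gametocytes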
HRas wt GTP bind: modulators of GTP binding to human HRas wildtype; GTP binding activity, % at 10 µM; GST-Ras wt beads, Bodipy-FL-GTP binding, flow cytometry; actives lie on both sides; 190,000 tested, 0.14% active; P01112;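 active means GTP binding activity at least 20% away from the 100% baseline, either lowered as inhibitor or raised as activator; inconclusive means flagged as likely green fluorescent, judged across all proteins in the well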;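 further: 0% = unlabeled GTP competition control and 100% = no-compound control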
Target sequence (P01112 whole entry, looked up): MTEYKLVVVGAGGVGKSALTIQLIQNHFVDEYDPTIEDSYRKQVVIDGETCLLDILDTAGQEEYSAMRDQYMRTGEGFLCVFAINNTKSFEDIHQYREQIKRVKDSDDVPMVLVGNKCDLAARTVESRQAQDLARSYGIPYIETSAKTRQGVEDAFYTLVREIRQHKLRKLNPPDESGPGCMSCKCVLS
Avidin fluor: compound fluoresces at 488/530 nm on avidin beads; compound fluorescence 488/530 nm, flow cytometry; active compounds read high; fluorescence (KMESF) at 10 µM; 220,000 tested, 0.38% active; AID 1775; in the data active means fluorescence above about 47; further: inactives centre near 10
Mcl1-Noxa inh: disrupts binding of human Mcl-1 to Noxa peptide; Q07820; TR-FRET Mcl-1/Noxa peptide binding, 2 h; inhibition, % at 21.7 µM; 220,000 tested, 1.5% active; AID 1022;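 active means compounds that cut the protein-peptide binding signal by more than 50% relative to plate controls in a single-dose test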;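 further: His-tagged Mcl-1 with rhodamine Noxa BH3 peptide and terbium anti-His antibody; 0% = Mcl-1 plus Noxa peptide wells and 100% = peptide-only wells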
Active calls of the source: *; ? = inconclusive; . = no result given.

SMILES,Mcl1-Noxa inh,Mcl-1 Bim block,Rab7 wt GTP bind,Rab2 wt GTP,Cdc42 wt,Rac1 mut GTP,Mcl1-Bid inh,Pf gamet viab,HRas wt GTP bind,Avidin fluor,Rac1 wt modul
CCN(CC)S(=O)(=O)c1ccc(C(=O)NCCCN=C2NS(=O)(=O)c3ccccc32)cc1,5,-4,101,101,102,98,-9,8,102,20,105
C=CCNC(=O)c1c(C(F)(F)F)nn(C)c1Cl,11,1,104,99,98,96,-17,-19,99,11,100
COc1ccc2c(c1)-c1c(ssc1=S)C(C)(C)N2C(=O)CSC1=NCCS1,16,-7,100,98,100,99,-4,14,101,4,103
Cc1cc2cc(CNC(=S)Nc3ccc(OC(F)F)cc3)ccc2[nH]1,17,-3,97,100,99,95,-12,.,100,6,105
COC(=O)NC1CSCC1OC(=O)c1ccc(Br)cc1 (centres undefined),-2,-3,100,99,103,98,-15,13,100,41,104
COc1ccc(NC(=O)O/N=C2/CCCc3ccc(OC)cc32)cc1,8,-2,96,100,101,99,-17,.,99,36,102
CC(O)(C#CCN1CCCC1)c1ccccc1 (centres undefined),7,-3,100,100,99,99,-37,.,101,15,107
Cn1c(SCC(=O)CC(=O)Nc2ccccc2)nnc1-c1ccc(O)cc1,-1,-3,100,98,100,97,-6,1,99,21,103
O=C(Nc1ccc(Cl)cc1)N1CCCN(Cc2ccccc2F)C1,16,2,96,96,98,98,-16,3,98,8,100
CCCSc1nc(O)c(C(c2ccc(OC)c(O)c2)c2c(O)nc(SCCC)n(C)c2=O)c(=O)n1C,33,3,?,?,?,?,-39,-14,?,0,?
CCOC(=O)Cn1c(=O)cnc2ccccc21,-3,1,103,101,104,101,15,.,103,7,103
CCOC(=O)N1CCN(C(=O)Cc2c(C(=O)O)n(C)c3ccccc23)CC1,4,-5,103,99,95,96,-51,20,97,7,98
COc1ccc(CN2CC(C(=O)NCCCN3CCCCCC3)CC2=O)cc1 (centres undefined),9,1,99,98,97,96,-23,.,98,17,94
NC(=O)C1CCN(C(=O)c2ccc3c(=O)n(Cc4ccco4)c(SCC(=O)c4ccccc4)nc3c2)CC1,-14,0,99,99,98,97,-13,1,99,10,97
Cc1ccc(CSc2ncnc3ccccc23)cc1,6,-2,91,91,95,89,3,-11,95,13,93
CCn1c(N)c(C(N)=O)sc1=S,2,-3,100,100,101,98,-3,.,101,9,101
S=C(NCc1ccc(Cl)cc1)Nc1ccccc1,23,-10,99,99,101,102,-19,-43,99,10,103
COc1ccc(/C=N/NC(=O)c2ccc(F)cc2)cc1CN1CCc2cc(OC)c(OC)cc2C1C (centres undefined),13,-2,97,98,102,98,-20,.,98,24,101
CCc1ccc(C(=O)NC(=S)Nc2ccc(N3CCOCC3)cc2)cc1,3,-1,106,100,93,92,-14,10,99,9,95
COc1ccc(N2CCN(/C(=N\S(=O)(=O)c3ccc(C)cc3)Nc3nc(C)cc(C)n3)CC2)cc1,21,2,98,99,101,98,-33,-2,99,10,105
COc1cc(/C=C(/C#N)C(=O)Nc2ccc(C)cc2)ccc1Oc1nc(Cl)ncc1F,2,-3,99,96,89,97,-18,-9,99,14,103
CN(C)c1nc(NCc2ccccc2)nc(N/N=C/c2ccc(Br)cc2)n1,11,1,96,96,95,96,-31,0,95,9,96
CCOC(=O)C1CCN(Cc2c(O)c3ccccc3oc2=O)CC1,8,-1,95,95,95,94,-28,-20,95,9,95
O=Cc1cc2ccccc2nc1SCc1ccc(Cl)c(Cl)c1,7,-1,96,97,98,95,-5,-2,98,6,97
O=C(CSC1=NCCS1)N1CCN(c2ccccc2)CC1,4,0,97,98,99,98,-22,3,98,4,103
COC(=O)c1ccc(NC(=S)NC(=O)c2cc(-c3ccccc3)nc3ccccc23)cc1,0,-2,101,98,98,96,-15,.,101,8,96
O=C(NCc1cccnc1)C(=O)NCC(c1ccco1)N1CCN(c2ccccc2F)CC1 (centres undefined),10,-6,99,97,99,101,-40,10,100,13,104
O=C1c2ccccc2C(=O)N1CCCc1nc(-c2ccc(Cl)cc2)no1,-4,0,98,96,99,99,-15,.,96,9,101
CC(C)C(NC(=O)c1ccccc1)C(=O)OCc1cc([N+](=O)[O-])cc2c1OCOC2 (centres undefined),13,-1,103,101,104,100,24,-5,103,15,103
Cc1ccc2nc(C)c(C)nc2c1N,20,-2,101,98,99,98,-42,3,102,10,102
COc1ccccc1N1CCN(C(=O)c2cc(-c3cccs3)on2)CC1,9,-1,103,102,105,102,-22,-11,103,23,109
Cc1cc(C(=O)NCc2cccs2)ccc1[N+](=O)[O-],3,5,99,101,103,99,-9,-2,102,13,100
CSc1oc(-c2ccc(F)cc2)nc1S(=O)(=O)c1ccccc1,-21,-2,97,97,97,98,-10,.,98,7,99
CCN1CCN(Cc2ccc(OC)c(OCc3ccccc3)c2)CC1,19,-2,102,101,101,99,-5,.,100,16,104
O=C(NCC(=O)N(CC1CCCO1)C(C(=O)NC1CCCCC1)c1ccccc1)c1ccco1 (centres undefined),0,-3,98,100,105,99,-10,4,101,10,103
COc1ccc(NC(=O)N2CCC(O)(c3cccnc3)CC2)c(OC)c1,-2,0,98,97,96,95,-31,8,99,18,96
O=S(=O)(c1ccc(Cl)cc1)n1ccc2cccnc21,1,-1,109,107,106,103,-12,.,108,9,111
O=C(O)CCC(=O)N(Cc1cccs1)Cc1cccs1,19,23,99,100,106,100,-29,-5,101,74*,108
CCOC(=O)/C(C)=C1\NC(C)(C)Cc2ccccc21,10,-4,101,101,99,98,-17,-3,100,2,102
Cc1cc(N)n(-c2ccc(Oc3ccccc3)c(S(=O)(=O)O)c2)n1,27,2,99,95,92,92,-23,-8,94,21,94
Cc1ccc(C(=O)N2CCN(C)CC2)cc1S(=O)(=O)N1CCCCC1,5,1,102,102,105,103,-14,.,105,8,107
CCOc1cc2c(cc1/C=C(/C#N)c1ccc(C(=O)O)cc1)OCO2,26,-1,100,95,95,91,-7,.,97,14,94
Cc1ccc2nc(-c3ccccc3Cl)cc(C(=O)Nc3cc(C)on3)c2c1,0,5,98,98,96,95,-17,10,97,8,97
CS(=O)(=O)N1CCC(C(=O)NCc2ccc3c(c2)OCO3)CC1,-5,-1,101,101,99,96,-10,-9,99,4,101
O=C(N/N=C1/CC2C=CCC12)c1ccc(Br)o1 (centres undefined),28,-3,102,101,99,97,-4,-50,99,2,103
O=C(/C=C\NCC(=O)c1ccccc1)c1ccccc1,5,-2,100,99,99,99,-35,-29,95,8,100
CCOC(=O)C1=C(CSc2nc(-c3ccccc3)ccc2C#N)OC(N)=C(C#N)C1c1ccc(OC)cc1 (centres undefined),17,1,102,100,101,98,-48,-9,100,5,101
CCN(CCCNC(=O)C1CCN(S(=O)(=O)c2cccc3nonc23)CC1)Cc1ccccc1,-3,1,95,95,100,96,-21,-5,95,11,98
OC(CCN1CCCCC1)(c1ccccc1)C1CCCCC1 (centres undefined),-7,-2,105,96,97,99,2,.,98,6,97
NC(=O)c1cc2ccccc2o/c1=N\NC(=O)c1ccco1,12,0,95,90,95,96,-5,26,92,11,93

Continuation:
SMILES,Mcl1-Noxa inh,Mcl-1 Bim block,Rab7 wt GTP bind,Rab2 wt GTP,Cdc42 wt,Rac1 mut GTP,Mcl1-Bid inh,Pf gamet viab,HRas wt GTP bind,Avidin fluor,Rac1 wt modul
COc1ccc(N(CC(=O)N/N=C/c2ccc3c(c2)OCO3)S(=O)(=O)c2ccc(NC(C)=O)cc2)cc1,11,3,90,85,86,90,-25,-14,88,12,83
O=C(O)C(Oc1ccc2c3c(c(=O)oc2c1)CCC3)c1ccccc1 (centres undefined),17,0,99,98,97,95,15,2,96,8,99
O=c1cc(N2CCCC2)[nH]c(=O)n1-c1ccc(Cl)cc1,-4,-4,99,100,100,101,-29,-2,101,6,103
Cc1ccc(CSCCNC(=O)CN(c2cc(C)ccc2C)S(C)(=O)=O)cc1,3,3,106,96,96,96,-32,-16,98,9,98
O=C(N/N=C/c1cc(Br)ccc1O)c1cccc(N2CCCC2=O)c1,25,-2,93,94,96,99,-20,-5,94,0,95
C=CCN=C(NC#N)SCC(=O)NC(C)(C)C,-12,0,95,97,96,96,-39,1,97,5,97
